HT1080-NT tox – kills 2HG-producing HT-1080-NT fibrosarcoma cells. HT-1080-NT fibrosarcoma viability, CellTiter-Glo ATP luminescence, 48 h. hit rate 1.6% among 360,000. AID 686970. Potency, µM (series often up to 46.1 µM), for the others: at the top dose activity, negative = less viability, hits mostly cytotoxic;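 also: NT is the 2HG producing partner of a matched IDH1 knockdown line; potency is read from the fitted curve at half-maximal effect; 0% = DMSO-treated cells and -100% = media-only wells without cells; nearly all actives have a fitted effect of over 55% in size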
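HT-1080-NT; 750 cells/well; 5% FBS RPMI; 48 h compound, 37 degrees C; CellTiter-Glo luminescence; curve fitting and curve-class assignment.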
IL-1B inflam inh – blocks inflammasome-driven IL-1 beta release; THP-1 LPS/ATP IL-1B secretion, AlphaLISA, 16 h; hits give low values; activity change, % at 57.5 µM; hit rate 4.7% among 360,000; AID 743279; in the data active = activity change below about -50%; inconclusive = mostly about -30% to -49%; also: % is scaled to controls: 0 for no effect and ±100 for the full control effect
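Secreted IL-1B measured by AlphaLISA bead assay after 16 h compound exposure of THP-1 cells; compounds (final up to 57.5 uM) added 1 h before LPS (250 ng/mL) and ATP (1.25 mM) stimulation; lower signal means less secretion.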
HepG2 viability – counter-screen for TGF-b inhibitors: cytotoxicity in HepG2 cells; HepG2 CAGA-GFP viability, ATP luminescence, 18 h; Potency, µM (doses to about 46.1 µM), for the others: at the highest dose activity change, negative = cytotoxicity, hits mostly cytotoxic; hit rate 0.76% among 410,000; also: potency is read from the fitted curve at half-maximal effect; some results filed as inactive show a strong effect at the top dose
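HepG2 CAGA-GFP cells (1000/well, DMEM with 1% FBS) received compound, then TGF-beta at 500 pg/mL final, and were incubated 18 hours at 37 degrees C. Viability was read by CellTiter-Glo luminescence. Media-only wells were set as complete cell-killing and DMSO as no toxicity.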
KB-3-1 tox – KB-3-1 parental cell cytotoxicity. AID 1347075. KB-3-1 viability, CellTiter-Glo ATP luminescence, 72 h. Potency, µM (top dose mostly 46.1 µM), without a hit: at the top dose activity change, negative = cytotoxic, usual class: cytotoxic. hit rate 1.4% among 400,000; also: potency is read from the fitted curve at half-maximal effect; % is scaled to controls: 0 for no effect and ±100 for the full control effect; nearly all actives have a fitted effect of over 60% in size
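Cytotoxicity measured as CellTiter-Glo luminescence after 72 h at 37 C. Compound titrations were pinned onto drug-naive KB-3-1 parental adenocarcinoma cells grown in DMEM with 10% FBS, and normalized data fitted to concentration-response curves.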
SW480 rereplic – DNA re-replication induction in SW480 cells; SW480 DNA re-replication, Hoechst DNA content imaging, 48 h; Potency, µM (titrated, usually from 46.1 µM), inactives show at the top dose re-replication activation, hits mostly activators; hit rate 1.8% among 340,000; also: potency is read from the fitted curve at half-maximal effect; % of control where 0% means no effect; nearly all actives have a fitted effect of over 55% in size
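SW480 cells exposed to compounds for 48 hr at 37 C, 5% CO2, then Hoechst-stained 40 min. Nuclear DNA content imaged by fluorescence scanning (405 nm excitation, 500-530 nm emission); re-replication scored as increased high-intensity nuclei.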
HT1080 IDH1KD tx – kills HT-1080 cells with IDH1 knockdown; HT-1080 IDH1 knockdown viability, ATP luminescence, 48 h; Potency, µM (series often up to 46.1 µM), without a hit: at the highest dose activity, negative = toxicity, actives largely listed as cytotoxic; hit rate 2% among 360,000; AID 686971;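 also: potency is read from the fitted curve at half-maximal effect; 0% = DMSO wells and -100% = cell-free medium wells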
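Assay cells: HT-1080 with IDH1 knockdown, 750 per well, RPMI/5% FBS. Exposure: 48 h at 37 °C following 2 h pre-incubation. Read: CellTiter-Glo luminescence; fitted concentration-response, curve class assigned.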
MCF10A rereplic – DNA re-replication induction in MCF 10a cells | MCF 10A DNA re-replication, Hoechst nuclear intensity, 48 h | Potency, µM (doses to about 46.1 µM), without a hit: at the top dose activity, positive = re-replication, actives largely listed as activators | hit rate 2.9% among 350,000; also: potency is read from the fitted curve at half-maximal effect; % of control where 0% means no effect; nearly all actives have a fitted effect of over 50% in size
S2 tox – cell viability loss in ATXN counter-screen; Potency, µM (doses to about 56.7 µM), most hits filed as cytotoxic; S2 cells (HEK-293 line with an ATXN2-luciferase reporter) viability, CellTiter-Fluor protease fluorescence, 24 h; hit rate 0.49% among 400,000; also: potency is read from the fitted curve at half-maximal effect; nearly all actives have a fitted effect of over 40% in size
ATXN2 expr inh – reduces ATXN2 reporter expression in HEK-293 cells. Potency, µM (top dose mostly 57 µM), for the others: at the highest dose activity change, negative = inhibition, actives largely listed as inhibitors. AID 1745845. hit rate 0.72% among 360,000. HEK-293 ATXN2-luciferase reporter, luminescence, 24 h; also: potency is read from the fitted curve at half-maximal effect; % is scaled to controls: 0 for no effect and ±100 for the full control effect; nearly all actives have a fitted effect of over 55% in size
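ATXN2-luciferase reporter cells (luciferase flanked by upstream and downstream ATXN2 gene portions) were treated 24 h at 37 °C with compounds at up to 57 uM. SteadyGlo luminescence gave expression; GF-AFC fluorescence gave viability.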
* marks the source's active call; other numbers are inactive results; i = inactive; ? = inconclusive; · = not tested or not shown; & = joins results of further samples; [ ] = remark or other dose. Unless noted, calls follow the shape of the dose curve; as a rule, active = well fitted curve in the direction sought with a large enough effect; inconclusive = small, poorly fitted or top-dose-only effect, or another doubt; inactive = no such curve, though single readings can be large; an effect the other way counts as inactive or inconclusive.

SMILES | HT1080-NT tox | IL-1B inflam inh | HepG2 viability | KB-3-1 tox | SW480 rereplic | HT1080 IDH1KD tx | MCF10A rereplic | S2 tox | ATXN2 expr inh
COC(=O)C1SCC2C(=O)N(Cc3cccc(C)c3)CC(=O)N21 (configuration not stated) | 0% | 26 | 12% | 2% | -4% | -8% | 0% | i | ·
Cc1ccccc1C(=O)OC1CCCN(C)C1 (configuration not stated) | 8% | -4 | 17% | -5% | -19% | 5% | 34% | i | -52%
O=C(Nc1ccc(Br)cc1)c1cc2nc(-c3ccccc3)cc(-c3ccccc3)n2n1 | · | · | -1% | 5% | · | · | · | i | 12%
CCCCNC(=O)CSc1nc2cc3c(cc2c(=O)n1CCCC(=O)NCCc1ccc(OC)c(OC)c1)OCO3 | 0% | -16 | 5%&2% | 10% | -1% | 18% | 0% | i | -16%
CC1CCCCN1S(=O)(=O)c1ccc(N(C(=O)c2cnccn2)C(C(=O)NC2CCCC2)c2cccs2)cc1 (configuration not stated) | 2% | -8 | 16% | -15% | -1% | 2% | -3% | i | -9%
CC(/C=C/c1ccco1)=N/NC(=O)c1ccccc1Cl | -9% | -22 | 4% | -16% | 11% | -9% | ? | i | 23%
Cc1csc2nc(-c3cccc(NC(=O)c4cccc(F)c4)c3)cn12 | · | · | -40% | -6% | · | · | · | i | ?
CN(C)S(=O)(=O)c1cccc(COC(=O)c2cc([N+](=O)[O-])ccc2N2CCOCC2)c1 | -28% | -14 | -3% | -13% | ? | ? | ? | i | ?
CC(=O)c1ncnn1CC(=O)c1ccc(Cl)cc1Cl | ? | 43 | -35% | ? | 0% | -25% | 21% | i | 4%
CCOc1ccc(CCNC(=O)c2c(C)oc3ncn(CC(C)C)c(=O)c23)cc1 | · | · | -20% | 9% | · | · | · | i | -5%
CCn1nc(C(=O)N2CCN(Cc3nc4ccccc4s3)CC2)c2ccccc2c1=O | -25% | -27 | -16% | ? | -18% | -27% | ? | ? | ?
COc1ccc(C(=O)Nc2ccccc2N2CCOCC2)cc1Br | 11% | -20 | -5% | -16% | -2%[9.22 µM] | 7% | -13% | i | 4%
Cc1ccc([C@@H]2[C@@H]3C(=O)N(C)C(=O)[C@@H]3[C@@H]3C(=O)Nc4ccccc4C(=O)N23)cc1 | -1% | 46 | -7% | 0% | 2% | 0% | -15% | i | 16%
CC(C)c1ccc(C(O)c2cnc(C(C)C)n2C)cc1 (configuration not stated) | 0% | -3 | -21% | -26% | 1% | 4% | 11% | i | 0%
CCc1nnc(NC(=O)c2cc(S(=O)(=O)N(CC)CC)ccc2Cl)s1 | 3%[9.24 µM] | 0 | -5% | -9% | -2% | ? | 19% | i | -1%
CN(C(=O)c1cc(-c2ccc3c(c2)OCO3)on1)c1ccccc1 | -23% | 15 | -6% | 0% | -7% | -16% | ? | i | 54%[activator]
COc1cccc(N2CCN(S(=O)(=O)c3ccc4c(c3)oc(=O)n4C)CC2)c1 | 1% | 39 | -13% | 1% | -7% | 17% | 0% | i | 5%
C=CCOCCN(C)C1=NS(=O)(=O)c2ccccc21 | 12% | 0 | 1% | -4% | 1% | 13% | 1% | i | -32%
CCOc1cc(C)nc(N2CCC(C(=O)NCC3CCCO3)CC2)n1 (configuration not stated) | 23% | 8 | -1% | 15% | -2% | 19% | 6% | ? | 0%
O=C(COC(=O)c1ccc(S(=O)(=O)N2CCc3ccccc3C2)cc1)NC(=O)NCc1ccco1 | -4% | 26 | -22% | 0% | 1% | -1% | 3% | i | -7%
COc1cccc(NC(=O)CCC2CCN(C(=O)c3ccc(C(C)=O)s3)CC2)c1 | -10% | 16 | -6% | 0% | -3% | -12% | -8% | i | ·
COc1ccccc1CNC(=O)CCC1N=C2c3ccccc3N=C(SCC(=O)NCCc3ccccc3)N2C1=O (configuration not stated) | · | · | -18% | -1% | · | · | · | i | -5%
COc1ccccc1NS(=O)(=O)c1ccc(/C=C/C(=O)N2CCN(C(C)=O)CC2)cc1 | 0% | 7 | -24% | -14% | -14% | 1% | 3% | i | 24%
Clc1ccc(CO/N=C/c2cccs2)cc1 | 2% | · | -10% | 6% | -54%[inhibitor] | 3% | ? | i | -20%
CCN(CC(=O)NCCc1ccc(Cl)cc1)Cc1nc2ccccc2c(=O)[nH]1 | -14% | 1 | 1% | ? | 3% | 0% | 13% | i | 20%
(listing goes on)
SMILES | HT1080-NT tox | IL-1B inflam inh | HepG2 viability | KB-3-1 tox | SW480 rereplic | HT1080 IDH1KD tx | MCF10A rereplic | S2 tox | ATXN2 expr inh
COc1ccccc1S(=O)(=O)Cc1ccc(C(=O)NC2CC2)o1 | 3% | 2 | -7% | -2% | 17% | 13% | 0% | i | 4%
Cn1c(=O)c2c(ncn2CC(=O)OCC(=O)Nc2ccc(Cl)cc2Cl)n(C)c1=O | 15% | -3 | -22% | 14% | 0% | 8% | -1% | i | -1%
CC(C(=O)N1c2ccc(F)cc2CCC1C)N1C(=O)c2ccccc2C1=O (configuration not stated) | 2% | 21 | 6% | 0% | 2%[9.22 µM] | 13% | 7% | i | 3%
CC12CCCc3c(O)cc(=O)n(c31)-c1ccccc12 (configuration not stated) | 2% | 12 | -8% | -3% | -1% | -1% | 6% | i | -5%
CCCCC(=O)N1CCN(c2nc3c(C)c(C)ccc3s2)CC1 | · | · | -26% | ? | · | · | · | i | -10%
CN(CC(=O)NCCc1ccc(S(N)(=O)=O)cc1)CC(=O)Nc1cccc(F)c1 | 11% | 10 | -1% | -2% | -11% | 8% | -4% | i | 7%
CCCCOc1c(Cl)cc(C(=O)N(Cc2ccc(C)o2)C2CCS(=O)(=O)C2)cc1Cl (configuration not stated) | · | · | -94% | ? | · | · | · | ? | -18%
COc1cc2c(cc1OC)C(c1cccs1)N(C(=O)c1cccc(S(=O)(=O)N(C)C)c1)CC2 (configuration not stated) | -18% | -15 | 21% | -13% | -1% | -10% | -4% | i | 9%
C=CCSc1nc2ccccc2c(=O)n1Cc1ccccc1 | 14% | 0 | -7% | -10% | 25% | 0% | 14% | i | 10%
COc1ccc(N2CC(NS(=O)(=O)c3ccc(F)cc3)CC2=O)cc1 (configuration not stated) | -8% | -3 | -10% | -1% | -36%[inhibitor] | -10% | 5% | i | 1%
O=C(NCCCN1CCOCC1)c1ccccc1NS(=O)(=O)c1ccc(Br)cc1 | 12% | -3 | -10% | 4% | 4% | 9% | 0% | i | -22%
COc1ccc(N=c2scc(-c3ccc(OC)cc3)n2CCO)cc1 | -19% | ? | -36% | ? | -3% | -28% | 13% | i | -2%
COc1ccc(-n2nnnc2C(CCc2ccccc2)N2CCN(C/C=C/c3ccccc3)CC2)cc1 (configuration not stated) | ? | · | -6% | -3% | · | ? | · | ? | -17%
O=[N+]([O-])c1cccc2nc(-c3ccccc3)c(-c3ccccc3)nc12 | -11% | -12 | -33% | -11% | 1% | -9% | -4% | i | -7%
CCCc1cc(=O)[nH]c(SCC(N)=O)n1 | 9% | 11 | 5% | 0% | 1% | 12% | -7% | i | -1%
O=C1c2ccccc2C(=O)N1CCC1=CCCCC1 | -1% | 11 | 3% | 1% | -6% | 4% | 6% | i | 30%
Cc1ccsc1C1C=C(c2cccc(Br)c2)Nc2ncnn21 (configuration not stated) | -15% | -17 | -7% | -12% | -1% | -13% | 2% | i | -7%
O=C1NC2(CCCCCC2)C(=O)N1Cc1ccccc1 | 6% | 46 | 8% | 10% | -6% | 8% | 0% | i | -3%
O=C(CN1C(=O)c2ccccc2C1=O)Nc1ccccc1N1CCOCC1 | 3% | 9 | 3% | 15% | 2% | 9% | ? | i | 16%
O=[N+]([O-])c1ccc2nonc2c1Nc1ccccc1 | -7% | -2 | 7% | 18% | 0% | -4% | 5% | i | -7%
CCOC(=O)c1ccc(NC(=O)C2CCCN(S(=O)(=O)c3cnc[nH]3)C2)cc1 (configuration not stated) | 0% | 0 | -17% | -6% | 8% | -4% | ? | i | 2%
CS(=O)(=O)N1CCC(C(=O)N2CCN(Cc3ccccc3)CC2)CC1 | 0% | -10 | -8% | -4% | -2% | 11% | -13% | i | 0%
C=CCn1c(O)c(N=Nc2ccccc2C)c2ccccc21 | -8% | 6 | -5% | ? | ? | -11% | ? | i | -2%

Reformatted in markdown: 8 of the compounds above
| compound | HT1080-NT tox | IL-1B inflam inh | HepG2 viability | KB-3-1 tox | SW480 rereplic | HT1080 IDH1KD tx | MCF10A rereplic | S2 tox | ATXN2 expr inh |
| --- | --- | --- | --- | --- | --- | --- | --- | --- | --- |
| Clc1ccc(CO/N=C/c2cccs2)cc1 | 2% | · | -10% | 6% | -54%[inhibitor] | 3% | ? | i | -20% |
| CCN(CC(=O)NCCc1ccc(Cl)cc1)Cc1nc2ccccc2c(=O)[nH]1 | -14% | 1 | 1% | ? | 3% | 0% | 13% | i | 20% |
| COc1ccccc1S(=O)(=O)Cc1ccc(C(=O)NC2CC2)o1 | 3% | 2 | -7% | -2% | 17% | 13% | 0% | i | 4% |
| Cn1c(=O)c2c(ncn2CC(=O)OCC(=O)Nc2ccc(Cl)cc2Cl)n(C)c1=O | 15% | -3 | -22% | 14% | 0% | 8% | -1% | i | -1% |
| CC(C(=O)N1c2ccc(F)cc2CCC1C)N1C(=O)c2ccccc2C1=O (configuration not stated) | 2% | 21 | 6% | 0% | 2%[9.22 µM] | 13% | 7% | i | 3% |
| CC12CCCc3c(O)cc(=O)n(c31)-c1ccccc12 (configuration not stated) | 2% | 12 | -8% | -3% | -1% | -1% | 6% | i | -5% |
| CCCCC(=O)N1CCN(c2nc3c(C)c(C)ccc3s2)CC1 | · | · | -26% | ? | · | · | · | i | -10% |
| CN(CC(=O)NCCc1ccc(S(N)(=O)=O)cc1)CC(=O)Nc1cccc(F)c1 | 11% | 10 | -1% | -2% | -11% | 8% | -4% | i | 7% |
